Compound activity as filed in PubChem.
D1 antagonist: blocks dopamine activation of the human D1 receptor | P21728 | HEK293 TREx D1 cells, calcium flux, dopamine EC80; hits give low values | activity change, negative = inhibition, % at 10 µM | 3.2% of 360,000 active; in the data active means activity change below about -30%; further: on the % scale 0 is the no-effect control and ±100 the full control effect
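Kinetic fluorescence of a calcium dye serves as the read-out. D1-expressing Hek293 Trex cells, induced overnight at 30 C, are exposed to compound for 180 s before an EC80 dopamine addition, then read 180 s further.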
RXFP1 antagonist: RXFP1 (human) relaxin receptor antagonism. HEK293-RXFP1, relaxin-stimulated cAMP HTRF, 30 min; hits give low values. Q9HBX9. 0.59% of 350,000 active. activity change, negative = inhibition, % at 57.5 µM;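 active means activity change of -60% or lower, but not beyond a set lower limit; inconclusive means change between -60% and -40%, or beyond the set limit; inactive means change above -40%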; further: on the % scale 0 is the no-effect control and ±100 the full control effect
D2 PAM: positive allosteric modulators of human D2 dopamine receptor; HEK293 T-REx D2, calcium flux, EC20 dopamine potentiation; 0.34% of 340,000 active; potentiation, % at 10 µM;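 active means potentiation over 3 SD above the plate norm, cut at about 30% in these data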; further: 0% is about no effect
Target sequence (P14416 whole entry, looked up): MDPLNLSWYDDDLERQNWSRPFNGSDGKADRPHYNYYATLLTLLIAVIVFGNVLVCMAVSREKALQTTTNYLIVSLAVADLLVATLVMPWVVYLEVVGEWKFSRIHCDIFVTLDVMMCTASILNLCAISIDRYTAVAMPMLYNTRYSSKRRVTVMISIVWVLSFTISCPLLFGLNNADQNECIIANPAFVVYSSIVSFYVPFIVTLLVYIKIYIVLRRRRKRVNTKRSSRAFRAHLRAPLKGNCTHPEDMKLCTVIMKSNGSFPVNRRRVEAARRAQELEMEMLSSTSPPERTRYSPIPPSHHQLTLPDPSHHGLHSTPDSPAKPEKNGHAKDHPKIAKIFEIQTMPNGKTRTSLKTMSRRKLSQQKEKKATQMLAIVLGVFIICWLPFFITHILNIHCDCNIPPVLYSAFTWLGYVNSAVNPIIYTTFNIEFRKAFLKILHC
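Potentiation of an EC20 dopamine calcium response is measured in a force-coupled, tetracycline-inducible Hek293 Trex D2 line. Compound-only kinetic reads over 180 s flag agonists before dopamine addition.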
D1 PAM: potentiators of human D1 dopamine receptor; P21728; HEK293 TREx D1 cells, calcium flux, dopamine EC20 potentiation; potentiation, % at 10 µM; 0.036% of 360,000 active; in the data active means potentiation above about 30%; further: 0% is about no effect
TRHR PAM: allosteric enhancers of human TRH receptor; P34981; TRHR cells, fluo-8 calcium fluorescence, EC20 TRH enhancement; enhancement, % at 2 µM; 0.66% of 360,000 active; AID 493056; in the data active means enhancement above about 30%; further: 0% is about no effect
Target sequence (P34981 whole entry, looked up): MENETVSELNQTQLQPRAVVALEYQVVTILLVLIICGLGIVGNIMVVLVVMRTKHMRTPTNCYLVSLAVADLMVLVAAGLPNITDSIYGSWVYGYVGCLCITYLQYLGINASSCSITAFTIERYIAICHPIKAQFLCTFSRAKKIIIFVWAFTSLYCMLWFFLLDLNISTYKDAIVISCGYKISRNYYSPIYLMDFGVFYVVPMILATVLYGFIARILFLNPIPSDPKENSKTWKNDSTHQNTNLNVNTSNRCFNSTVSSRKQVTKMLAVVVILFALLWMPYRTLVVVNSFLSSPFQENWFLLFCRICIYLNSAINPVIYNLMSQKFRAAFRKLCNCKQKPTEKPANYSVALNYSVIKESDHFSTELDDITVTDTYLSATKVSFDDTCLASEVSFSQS
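TRHR-expressing cells loaded with fluo-8 calcium dye were read kinetically (ex 480/em 530) during compound addition, then stimulated with an EC20 of TRH (10 nM final). Enhancement of the Gq-mediated intracellular calcium response was scored.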
D2 ag: D2 dopamine receptor (human) agonism; P14416; HEK293 T-REx D2 cells, calcium flux agonist mode; activation, % at 2 µM; 0.53% of 340,000 active; AID 485358;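 active means activation over 3 SD above normal in the single-dose calcium agonist read, cut at about 30% in these data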; further: 0% is about no effect
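HEK293 Trex D2 cells, tetracycline-induced, o/n 30 C 5% CO2; no-wash Ca dye, RT 30–90 min; 10-cycle baseline, 23 nl cpd added, kinetic Ca read 180 s; agonist hits = positive Ca response.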
RXFP1 agonist: activates the human relaxin receptor RXFP1; Q9HBX9; HEK293T-RXFP1 cAMP TR-FRET, 30 min; response scale: percent of porcine relaxin response, buffer zero; Potency, µM (series often up to 57.5 µM), without a hit: at the highest dose activation, usual class: activators; 0.3% of 370,000 active; AID 2676; active means well fitted activation curve with a large enough effect; inconclusive means small, poorly fitted or top-dose-only effect; further: potency means the concentration at half of the fitted maximal effect; on the % scale 0 is the no-effect control and ±100 the full control effect; nearly all actives have a fitted effect of over 60% in size; many of its hits are not listed in these tables
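HEK293 cells stably expressing RXFP1, treated 30 min at 37C with compounds plus PDE4 inhibitor Ro 20174; cAMP measured by HTRF TR-FRET. Normalized to buffer and 29 nM porcine relaxin; EC50 by Hill fit.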
D1 ag: agonists of human D1 dopamine receptor; P21728; activation, % at 2 µM; HEK293 T-REx D1 cells, calcium flux, agonist mode; 1% of 360,000 active; in the data active means activation above about 30%; further: 0% is about no effect
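Tetracycline-induced HEK293 TREx D1 cells, force-coupled to calcium signalling, were dye-loaded with a no-wash calcium kit. Compound was pin-added after a 10 s baseline. Fluorescence was read kinetically at 1 cycle/s for 180 s, with calcium rises flagged as agonism.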
D2 antag: antagonists of human D2 dopamine receptor; inhibition, % at 10 µM; AID 485344; 2% of 340,000 active; HEK293 TREx D2 cells, calcium flux, dopamine EC80; P14416; in the data active means inhibition above about 30%; further: 0% is about no effect
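Calcium flux kinetic readout in an inducible HEK293 TREx D2 line plated overnight at 30 C. After 180 s compound exposure, an EC80 dopamine challenge follows with another 180 s kinetic read to detect antagonism.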
Numbers without * were called inactive; ? = inconclusive; / = not tested or not shown. Some of the compounds tested, so the mix of outcomes need not match the whole.

#	compound	D1 PAM	D2 antag	D2 ag	TRHR PAM	D2 PAM	RXFP1 agonist	D1 antagonist	D1 ag	RXFP1 antagonist
1	Cc1cccc(OCC(=O)NC2CC(C)(C)NC(C)(C)C2)c1	-6	8	-0.2	2	4	1.0%	0	3	-9
2	CCOC(=O)c1c(C)c(C(=O)NC2CCCCC2)c(C)n1CC	-1	0	0.1	2	5	9.9%	10	3	-9
3	CCC(C)[C@H](NC(=O)NC1CCN(Cc2ccccc2)CC1)C(=O)OC (stereo not given in full)	-6	57*	0.1	1	-20	-0.1%	-12	2	-15
4	CC(=O)c1cc2c(cc1NC(=O)C1CC1)OCO2	12	-12	-0.8	0	-9	2.1%	2	-1	-10
5	CCNC(=O)NCCNC(=O)c1cc(OCC(F)(F)F)ccc1OCC(F)(F)F	8	3	0.2	4	5	-3.5%	-10	1	-6
6	COc1ccc(C(=O)COc2nc(C)cc(C)c2C#N)cc1	-17	35*	0.4	-15	0	1.6%	6	4	-11
7	COc1cccc(NS(=O)(=O)c2ccc3[nH]cc(C(=O)N(C)C4CCCCC4)c(=O)c3c2)c1	-3	/	0.0	-5	-7	2.0%	5	0	-9
8	CN(CC(=O)Nc1cccc(S(=O)(=O)NC2=NCCCCC2)c1)Cc1ccc(C(C)(C)C)cc1	-6	-3	-0.8	-2	8	0.6%	-15	11	-18
9	O=C(NC(=S)NCCN1CCOCC1)c1ccccc1	0	-2	0.1	-6	1	-2.2%	-5	4	7
10	COc1ccc(OCc2ccc(-c3nc(C#N)c(N4CCC(C)CC4)o3)o2)cc1	1	/	1.1	6	-13	0.9%	-15	2	-6
11	CCC(C)(C)NC(=O)CN(C(=O)c1snc(C(N)=O)c1N)c1ccc2c(c1)OCO2	2	-8	-0.4	10	-2	0.0%	11	1	1
12	O=S(=O)(Nc1ccc(Oc2ncccn2)c(Cl)c1)c1ccc(Cl)cc1	-8	-16	-1.5	-1	15	-4.6%	-1	20	-12
13	CSC1=C(C#N)C(c2cccc(Br)c2)CC(=O)N1 (stereo not given)	-4	-6	-0.5	-3	-2	0.3%	0	1	5
14	Cn1c(SCC(=O)Nc2cc(C(C)(C)C)nn2-c2ccccc2)nc2ccccc21	4	8	0.1	4	-4	0.2%	-5	1	3
15	O=c1c2c(nc3cc(-c4cccc(F)c4)[nH]n13)CCC2	11	-9	-7.6	-2	-4	-2.4%	9	5	-16
16	CC1CCN(S(=O)(=O)c2ccc(C(=O)Nc3ncccc3O)cc2)CC1	-2	-7	0.4	-2	-8	-2.0%	10	-1	0
17	COC(=O)C1=C(C)NC(C)=C(C(=O)OC)C1c1cc2cc(C)ccc2[nH]c1=O	9	-7	-0.2	3	-3	1.9%	7	-2	-2
18	COc1ccc(Nc2cc(C)nc3nc(C)nn23)cc1Cl	/	-16	0.6	14	22	-0.9%	8	1	-23
19	Cc1ccc(C)c(S(=O)(=O)N2CCN(C(=O)CCC(=O)NCc3ccc(Cl)cc3)CC2)c1	1	6	2.6	-6	3	2.7%	6	9	0
20	O=C(NCC1COc2ccccc2O1)c1cc(S(=O)(=O)N2CCOCC2)c(Cl)cc1Cl (stereo not given)	0	21	0.7	-8	-10	-1.7%	-7	8	-13
21	COc1cc(NC2=Nc3cccc4cccc2c34)cc(OC)c1OC	-7	8	2.7	1	0	1.3%	-7	11	-2
22	O=C(Nc1ccccc1)Nc1cccc(C(F)(F)F)c1	-2	5	-0.6	-1	-13	-0.9%	-37*	22	1
23	O=C1C(C=Nc2ccc(F)cc2)=C(O)c2ccccc21	-5	-12	-0.3	2	-19	1.4%	4	0	0
24	O=c1c(-c2ccccc2)c(O)c2c(n1-c1ccccc1)CCCC2	-5	-1	-1.6	16	6	-0.4%	-4	3	/
25	C=CCc1cccc(CNc2cnc3ccccc3c2)c1O	-2	4	1.1	-3	3	1.3%	-19	20	2
26	CC(=O)c1ccc(NC(=O)CSc2nnc3ccc(-c4ccc(F)cc4)nn23)cc1	2	/	1.0	2	13	0.9%	/	-4	6
27	N#Cc1c(-c2ccccc2Cl)noc1/C=C/Nc1ccc(C(=O)O)cc1	-1	5	-0.5	-4	20	0.4%	10	4	-29
28	Cc1cc(F)ccc1S(=O)(=O)N1CCCOC1CNC(=O)C(=O)NCc1ccccn1 (stereo not given)	-6	-7	1.4	-3	14	2.2%	-20	3	-7
29	CCc1n[nH]c(=S)n1/N=C/c1ccccc1OCc1ccc(Cl)cc1	2	1	-0.4	8	1	-1.6%	8	5	-4
30	CC(NC(=O)c1ccccc1)c1nnc(SCC(=O)NC2=NCCS2)n1C (stereo not given)	0	-17	0.3	4	-4	1.9%	-15	3	18
31	O=S(=O)(Nc1nnc(C2CC2)s1)c1ccccc1	0	-7	0.7	4	10	-1.0%	-2	3	9
32	Cc1ccc(CCNC(=O)C2CCN(S(=O)(=O)c3ccc4c(c3)NC(=O)C(C)S4)CC2)cc1 (stereo not given)	-3	-10	-0.5	-5	11	3.9%	-30	4	-2
33	N#C/C(=N/Nc1ccccc1[N+](=O)[O-])C(N)=S	-14	8	5.3	-8	-5	4.1%	-11	19	-5
34	COc1ccc(CN2CCNC(=O)C2CC(=O)N(C)CCCN2CCOCC2)cc1C (stereo not given)	3	15	0.7	-5	-4	-0.4%	5	2	9
35	CCCCNC(=O)Cc1coc2ccc3ccccc3c12	-10	-9	0.5	19	33*	1.1%	-9	2	-1
36	CCOc1ccc(CCNC(=O)c2cc3c(-c4ccccc4F)nn(C)c3s2)cc1	-3	/	0.5	3	-8	0.6%	-12	4	/

Some of the entries above, reformatted.
36: CCOc1ccc(CCNC(=O)c2cc3c(-c4ccccc4F)nn(C)c3s2)cc1
  D1 PAM: -3
  D2 antag: /
  D2 ag: 0.5
  TRHR PAM: 3
  D2 PAM: -8
  RXFP1 agonist: 0.6%
  D1 antagonist: -12
  D1 ag: 4
  RXFP1 antagonist: /

31: O=S(=O)(Nc1nnc(C2CC2)s1)c1ccccc1
  D1 PAM: 0
  D2 antag: -7
  D2 ag: 0.7
  TRHR PAM: 4
  D2 PAM: 10
  RXFP1 agonist: -1.0%
  D1 antagonist: -2
  D1 ag: 3
  RXFP1 antagonist: 9

2: CCOC(=O)c1c(C)c(C(=O)NC2CCCCC2)c(C)n1CC
  D1 PAM: -1
  D2 antag: 0
  D2 ag: 0.1
  TRHR PAM: 2
  D2 PAM: 5
  RXFP1 agonist: 9.9%
  D1 antagonist: 10
  D1 ag: 3
  RXFP1 antagonist: -9

Remaining list, next part.
#	compound	D1 PAM	D2 antag	D2 ag	TRHR PAM	D2 PAM	RXFP1 agonist	D1 antagonist	D1 ag	RXFP1 antagonist
37	NS(=O)(=O)c1ccc(CNS(=O)(=O)c2ccc3c(c2)OCCO3)cc1	-7	/	/	-1	/	4.1%	-6	2	34
38	Cc1nc(SCc2ccc(F)cc2)c2oc3ccccc3c2n1	8	0	0.4	-5	-10	?	-1	3	-5
39	O=C(CSc1nc2ccccc2c(=O)n1-c1ccc(SC(F)F)cc1)Nc1ccc(N2CCOCC2)cc1	3	6	-0.1	3	4	0.2%	-10	3	-4
40	CCOC(=O)C(=NCC1CCCO1)NNc1cc(Cl)ccc1Cl (stereo not given)	6	4	1.1	-4	-2	0.6%	19	0	-19
41	CN(C)S(=O)(=O)c1ccc(N2CCCC2)c(C(=O)NCc2ccc(Cl)cc2)c1	-2	-2	0.0	-15	8	0.3%	-9	-1	1
42	CSc1ccc(CCNC(=O)Cn2c(C)c3cnn(-c4ccccc4)c(=O)c3c2C)cc1	-3	/	/	19	-7	2.7%	-9	1	/
43	CC(C(=O)N1CCN(Cc2ccccc2)CC1)c1ccc([N+](=O)[O-])cc1 (stereo not given)	-2	-17	3.4	-6	-5	7.1%	-21	11	1
44	Cc1csc2nc(COC(=O)c3ccccc3NC(=O)c3ccc(C(C)(C)C)cc3)cc(=O)n12	1	/	1.8	-1	-1	23%	0	2	6
45	Cc1ccc(CNC(=O)c2ccc(OCC3CCCO3)cc2)cc1 (stereo not given)	-6	16	-0.4	6	3	0.0%	-71*	2	6
46	O=[S+]([O-])(c1ccc2c(c1)OCCO2)N1CCN([S+](=O)([O-])c2c(Cl)cc(Cl)cc2Br)CC1	-3	/	/	-2	/	/	-16	0	/
47	O=C(Cn1cnc2ccccc21)NCc1ccccc1	-4	-8	-0.5	-2	-5	0.9%	-28	6	8
48	CC(C)C(NC(=O)c1ccccc1)c1nnc(SCC(=O)NC2CCCC2)n1C (stereo not given)	4	-6	-1.4	-1	-12	-2.2%	-3	-2	-8
49	CCCOc1cc(CN2CCCCC2)cc(C(C)=O)c1	-5	-17	0.1	-5	-13	1.8%	11	1	-3
50	Cc1ccc(S(=O)(=O)Nc2ccc3nc(-c4ccc(F)cc4)oc3c2)cc1	2	/	-1.5	-3	6	12%	6	3	-26
51	Cc1cccc(N(CC(=O)NC(C)C)C(=O)CCC(=O)Nc2ccccn2)c1	4	-6	-0.3	4	-12	-1.8%	17	5	-2
52	O=C(Nc1ccncc1)C1(c2ccccc2)CCCC1	-1	21	0.1	-3	1	1.4%	-19	2	10
53	O=C(COC(=O)C1(c2cccc(F)c2)CCCC1)NCc1cccs1	-5	-1	-0.5	-1	-11	0.7%	-29	7	-2
54	O=C1COc2ccc(N3C(=O)C=CC3=O)cc2N1	2	2	0.5	-1	3	0.8%	1	2	/
55	COc1ccc(NC(=O)CN(c2cc(C)cc(C)c2)S(=O)(=O)c2c(C)noc2C)cc1Cl	1	/	-0.5	0	-1	3.5%	-4	1	/
56	O=c1c2ccccc2nc2n1C(CSCc1cccc(C(F)(F)F)c1)CS2 (stereo not given)	-5	11	-0.5	-3	1	-3.6%	-1	3	-9
